aSyn yeast rescue: qHTS of alpha-syn Inhibitors: NCGC Sytravon Library Screen; S. cerevisiae alpha-synuclein toxicity rescue, BacTiter-Glo growth, 24 h; Potency, µM (titrated, usually from 46.1 µM), for the others: at the highest dose growth rescue (activation), most hits filed as activators; hit rate 0.02% among 94,000; active means well fitted activation curve with a large enough effect; inconclusive means small, poorly fitted or top-dose-only effect; further: 0% is about no effect
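Growth restoration measured by BacTiter-Glo luminescence after 24 hr at 30 deg C; alpha-synuclein yeast, raffinose-pregrown to mid-log, were added at OD600=0.02 in galactose medium onto pinned compounds.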
Numbers without * were called inactive; ? = inconclusive; [ ] = another dose, or the depositor's remark. Potency means the concentration at half of the fitted maximal effect.

smiles | aSyn yeast rescue
Cc1ccc(-c2nnn(CC(=O)N(CCO)C(C(=O)NC3CCCC3)c3ccc(F)cc3)n2)o1 (stereo not given) | -6.4%
c1ccc2c(c1)COc1c3cc4c(cc3nn1-2)OCO4 | -18.1%
CCc1nonc1NC(=O)c1oc2ccccc2c1C | 9.4%
CC(=O)Nc1cccc(/C(C)=N/NC(=O)c2cccc(S(=O)(=O)N3CCCC3)c2)c1 | -14.7%
Cc1cc(=O)[nH]c(N/N=C/c2ccc(OC(=O)c3cccnc3)cc2)n1 | -6.7%
CC(=O)N1CC(C)c2scc(C)[n+]2-c2ccccc21 (stereo not given) | -2.4%
COc1ccc(Cl)cc1NC(=O)CN(c1cccc(C)c1C)S(=O)(=O)c1ccccc1 | 13.2%
COc1ccc(C(=O)COC(=O)Cn2[nH]c(=O)c3ccccc3c2=O)c(OC)c1 | 2.9%
CC(C)C(OC(=O)CCC(=O)Nc1nccs1)C(=O)NC1CCCCC1 (stereo not given) | 1.6%
Cc1ccc(C)c2nc(Cl)c(C#N)cc12 | -5.5%
CC(=O)c1ccc(N(C(=O)CNC(=O)c2ccco2)C(C(=O)NCC2CCCO2)c2ccccc2)cc1 (stereo not given) | -15.6%
Cc1cc(NC(=O)COC(=O)c2cccc(S(=O)(=O)N(C)C3CCCCC3)c2)no1 | 16.9%
Cc1ccc(N(C)C(=O)c2sc3nc4n(c(=O)c3c2C)CCCC4)cc1C | 9.0%
Cc1ccc(NC(=O)CSc2ncnc3ccccc23)cc1S(=O)(=O)N1CCOCC1 | 7.4%
Cn1cc(S(=O)(=O)NCc2cccs2)c(=O)n(C)c1=O | 4.3%
COc1cc(N(C)C)c([N+](=O)[O-])cc1C(=O)N1CCOCC1 | 9.5%
COc1ccc(/C=C/c2onc(C)c2S(=O)(=O)N2CCC(C(=O)N3CCCCC3)CC2)cc1 | -8.0%
O=S(=O)(NCc1ccccn1)c1ccc(Cl)s1 | -8.5%
O=C(CCn1c(=O)c2ccccc2n(CC(=O)N2CCN(c3ccccc3)CC2)c1=O)NCc1ccco1 | 6.5%
COc1ccc(NC(=O)CN(C)C(=O)CCc2ccccc2)cc1 | -9.6%
COc1ccc(N2CCN(CC(O)COc3ccc(C)cc3C)CC2)cc1 (stereo not given) | -4.1%
COc1ccc(CCNC(=O)c2ccc(CSc3ccccc3)o2)cc1 | -11.6%
O=S(=O)(NCCc1cn2ccccc2n1)c1ccc2c(c1)OCCO2 | 1.9%
COC(=O)/C=C1\SC(=NC(=O)c2ccc(OC)cc2)NC1=O | 5.7%
CC(C)C12CN3CC(C(C)C)(CN(C1)C3c1ccc([N+](=O)[O-])o1)C2=O (stereo not given) | 0.3%
O=C(O)c1ccc(NC(=O)c2ccc(Br)c(S(=O)(=O)N3CCCC3)c2)cc1 | -8.0%
CCCOC(=O)c1c(C)oc2c1cc(NS(=O)(=O)c1ccc(OCC)cc1)c1ccccc12 | 4.9%
CCCc1cc(C(=O)Nc2ccc(C(C)=O)cc2)no1 | -2.8%
O=C(NC1CC1)c1cccc(NC(=O)c2cc(S(=O)(=O)N3CCOCC3)ccc2Cl)c1 | -9.3%
CC(C)CCn1c(=O)c2sccc2n2c(CCCC(=O)NCCc3ccccc3)nnc12 | -9.3%
O=C(Nc1cccc(F)c1)C1CCN(S(=O)(=O)c2ccc3[nH]c4c(c3c2)CCCCC4)CC1 | 4.0%
C/C(=N\Nc1nc(N2CCOCC2)nc(N2CCOCC2)n1)c1cccs1 | -4.8%
C#CCSc1nc(-c2ccccc2)c2cc(Cl)ccc2n1 | -3.2%
COc1ccc(N2CCN(CCCn3ccc(NC(=O)OCc4ccccc4)nc3=O)CC2)cc1 | 5.8%
Cc1ccc(N2C(=O)/C(=C/c3cccnc3)SC2=S)cc1 | 4.5%
CCN(CC(=O)NCc1ccc(F)cc1)CC(=O)Nc1ccccc1-c1ccccc1 | -2.0%
COc1ccc(CC2(CO)CCN(C(C)COc3ccccc3)CC2)cc1 (stereo not given) | -13.3%
Cn1c2ccccc2c2cnn(CC(=O)NCc3ccc(Cl)cc3)c(=O)c21 | 5.8%
Cc1ccc(CNC(=O)Cc2nc3nc(C)cc(C)n3n2)cc1 | -9.9%
Cc1ccc(C)c(NC(=O)CCc2c(C)nn(-c3ccc(N4CCCC4)nn3)c2C)c1 | 2.5%
CCOC(=O)c1ccccc1NC(=O)CSc1nc(N)cc(=O)[nH]1 | 4.1%
CCCc1cc(C(=O)Nc2cccc3ccccc23)n(C)n1 | 13.5%
O=C(Cn1c(=O)n(CC2CCC(C(=O)NCCc3ccccc3)CC2)c(=O)c2ccccc21)Nc1cccc(F)c1 (stereo not given) | 0.3%
O=c1c2sc3ccccc3c2n(Cc2ccccc2)c(=O)n1CCc1ccccc1 | 0.5%
CC(C)N(Cc1ccccc1)S(=O)(=O)c1ccc(-n2cccn2)cc1 | 2.8%
COc1ccc(NC(=S)NCCN2CCC(C)CC2)cc1Cl | -5.4%
Cc1oc2cc3oc(=O)c(CC(=O)NCCCC(=O)O)c(C)c3cc2c1C | -7.0%
O=S(CC(O)(c1ccccc1)c1ccccc1)CC(O)(c1ccccc1)c1ccccc1 | 7.8%
Cc1cc(C)cc(-n2ccnc(NCc3ccc(F)cc3)c2=O)c1 | 22.7%
CC(C)Cn1nc(NC(=O)c2cccc(Cl)c2)c2cc3ccccc3nc21 | -13.6%

Following part
smiles | aSyn yeast rescue
S=c1[nH]nc(CSCCOc2ccc(Cl)cc2Cl)o1 | -52.9%[inhibitor]
COC(=O)C[C@H]1C[C@H]2c3cc(NC(=O)Nc4ccc(F)cc4)ccc3O[C@H]2[C@@H](CO)O1 | -2.8%
O=C(NCc1ccco1)c1ccc2c(c1)N(Cc1ccccc1F)C(=O)c1ccccc1S2(=O)=O | 3.5%
COc1ccc2c(c1)cc(CNc1ccc(OC)c(OC)c1)c(=O)n2CC(=O)Nc1ccccc1C | 7.0%
CNS(=O)(=O)c1cccc(C(=O)OCC(=O)c2ccc(S(=O)(=O)N3CCCCC3)cc2)c1 | 7.3%
OCCC1CN(Cc2c(F)cccc2Cl)CCN1C1CCCCC1 (stereo not given) | 0.4%
Cc1ccc(/C=N\NC(=O)Cc2noc3ccccc23)cc1 | 4.7%
Cc1c2cnn(CC(=O)NCCN3CCOCC3)c(=O)c2c(C)n1Cc1ccc(F)cc1 | 5.0%
Nc1nc2ccc(NC(=O)c3ccco3)cc2s1 | -5.1%
Oc1c(Cl)cc(Cl)cc1C=Nc1cc(C(F)(F)F)ccc1N1CCc2ccccc2C1 | 6.5%

In the list so far, these contain a COOH group.
smiles | aSyn yeast rescue
O=C(O)c1ccc(NC(=O)c2ccc(Br)c(S(=O)(=O)N3CCCC3)c2)cc1 | -8.0%
Cc1oc2cc3oc(=O)c(CC(=O)NCCCC(=O)O)c(C)c3cc2c1C | -7.0%

Next records follow:
smiles | aSyn yeast rescue
CCOc1ccc(N)c(SSc2cc(OCC)ccc2N)c1 | -57.9%[inhibitor]
Cc1ccc2oc(=O)c3cc(C(=O)NCCCOC(C)C)sc3c2c1 | 4.9%
O=c1c2cc3c(cc2nc2sc(Nc4ccc(F)c(Cl)c4)nn12)OCO3 | 1.7%
CCCN(C(=O)CCn1cnc2onc(-c3ccc(F)cc3)c2c1=O)c1ccccc1C | 1.6%
COc1ccc(OC)c(-n2c(SCC(=O)Nc3cc(C)on3)nnc2-c2c[nH]c3ccccc23)c1 | -5.2%
Cc1cccc(N2CCN(CC(O)COc3ccc(Cl)cc3)CC2)c1 (stereo not given) | 0.2%
COC(=O)CC1C(=O)NCCN1C(=O)c1oc2c(C)c(C)ccc2c1C (stereo not given) | -0.6%
CCC(=O)N1CCc2cc(S(=O)(=O)NCCC(=O)NC(C)c3ccccc3)ccc21 (stereo not given) | 3.0%
NC(=O)C1CCN(C(=O)c2cccc(S(=O)(=O)N3CCc4ccccc4C3)c2)CC1 | 8.9%
COc1ccc(CNC(=O)CCCn2c(=O)c3cccn3c3ccc(F)cc32)cc1OC | 0.8%
Cc1ccc2c(cnn2C(=O)CCC(=O)NC2CCCC2)c1 | 0.4%
Cc1cccc(OCC(=O)NCCNC(=O)c2cccnc2)c1 | 12.6%
COc1ccc(-c2c(C#N)c(SCC(=O)Nc3ccc(C)cc3)nc(C)c2C(=O)Nc2ccccc2)cc1 | 8.2%
O=C(Cc1ccsc1)NNC(=O)c1ccccc1Cl | -10.3%
Cc1ccc(Cl)cc1N1CCN(C(=O)c2cc3c(-c4ccccc4F)nn(C)c3s2)CC1 | 14.3%
COc1cc(-c2noc(-c3ccc(NCC4CCCO4)c([N+](=O)[O-])c3)n2)cc(OC)c1OC (stereo not given) | -1.8%
OCC(O)CN1CCCC1 (stereo not given) | 2.3%
CCCS(=O)(=O)Nc1cccc(-c2cn3ccc(C)cc3n2)c1 | -9.5%
Cc1ccc(-c2cc(C(=O)N/N=C/c3ccc(F)cc3)n[nH]2)o1 | 0.1%
CCn1c(SCC(=O)Nc2oc(C)c3c(C)n[nH]c(=O)c23)nnc1-c1ccco1 | 4.9%
COc1cc(C(=O)N2CCOC23CCN(Cc2ccccc2)CC3)cc(OC)c1OC | 5.9%
COc1cccc(Nc2nc3cc(C)ccc3nc2NS(=O)(=O)c2ccc(Cl)cc2)c1 | 2.9%
O=S(=O)(NCc1csc(-c2ccccc2)n1)c1cccc(F)c1 | 4.3%
Cc1ccc(-n2ncc3c(NCC(C)C)ncnc32)c(C)c1 | -15.3%
COc1cc(Cl)c(C)cc1Nc1nc2ccccc2n2cnnc12 | 3.8%
Cc1cccc(NS(=O)(=O)c2ccc(NS(=O)(=O)c3cccs3)cc2)c1 | -9.3%
O=C(NCC1CCN(S(=O)(=O)c2ccccc2)CC1)Nc1ccc(F)cc1F | 0.3%
CCOc1ccc(C2CC(=O)c3c([nH]c(C(=O)OC4CCCCCC4)c3C)C2)cc1 (stereo not given) | -2.7%
Nc1c(C(=O)Nc2ccccc2Cl)c2ccccn2c1C(=O)c1ccccc1 | -8.9%
Cc1ccc(NC(=O)CCc2c(C)nn(-c3ccc(N4CCOCC4)nn3)c2C)c(C)c1 | 0.3%
NCCCNC(=O)c1ccc(/C=N/O)nc1 | -10.3%
CCOC(=O)Cn1c(=O)oc2cc(S(=O)(=O)Nc3cc(OC)cc(OC)c3)ccc21 | -5.2%
COc1ccc(NS(=O)(=O)c2ccc3oc(SC)nc3c2)cc1 | 17.1%
Cc1ccc(C)c(NS(=O)(=O)c2ccc3oc(=O)c4ncn(C)c4c3c2)c1 | -6.6%
O=S(=O)(c1ccc(Br)cc1)c1nnn2c1nc(NCCc1ccccc1)c1sccc12 | -3.2%
COc1ccc(NC(=O)COC(=O)CNS(=O)(=O)c2ccc(C)cc2)c(OC)c1 | -6.4%
CCCOc1cccc(C(=O)Nc2cccc(-c3nc4ncccc4o3)c2C)c1 | 9.1%
CCc1nnc(NS(=O)(=O)c2ccc(NC(=O)COc3ccc4ccccc4c3)cc2)s1 | 4.0%
Cc1ncc(C)c2c([N+](=O)[O-])cccc12 | 12.7%
O/N=C/c1cccnc1Sc1ccccc1 | -5.0%
COc1cc(Cl)c(C)cc1NC(=O)CCNC(=O)c1ccco1 | -6.5%
N#C/C(=C\c1ccccc1F)c1nc2ccccc2c(=O)[nH]1 | -9.2%
O=c1[nH]nc(-c2ccc[nH]2)[nH]1 | -2.8%
COc1ccc(/C=C\c2onc(C)c2S(=O)(=O)N2CCC(C(=O)NCCC(C)C)CC2)cc1 | -8.1%
CC(C)CCNC(=O)c1cccc(-n2cnc3cccnc32)c1 | -9.8%
COc1ccccc1C(=O)Nc1ccccc1C(=O)OCc1cc(=O)n2c(C)csc2n1 | 1.1%
CN(C)c1ccncc1C(=O)Nc1ccc(F)cc1F | 4.7%
CC1CCC(Nc2nc3c(-c4ccc(Cl)cc4)nnn3c3ccccc23)CC1 (stereo not given) | 4.8%
CC(=O)NCCC(=O)Nc1nc(-c2ccc3ccccc3c2)cs1 | 2.8%
CNC(=O)C1CCC(Cn2c(=O)c3sccc3n(CC(=O)NCc3ccc(C)cc3)c2=O)CC1 (stereo not given) | -0.6%

Sorted by formula weight (descending): six of the compounds above.
smiles | aSyn yeast rescue
COc1ccccc1C(=O)Nc1ccccc1C(=O)OCc1cc(=O)n2c(C)csc2n1 | 1.1%
CC(=O)NCCC(=O)Nc1nc(-c2ccc3ccccc3c2)cs1 | 2.8%
COc1cc(Cl)c(C)cc1NC(=O)CCNC(=O)c1ccco1 | -6.5%
N#C/C(=C\c1ccccc1F)c1nc2ccccc2c(=O)[nH]1 | -9.2%
CN(C)c1ccncc1C(=O)Nc1ccc(F)cc1F | 4.7%
O=c1[nH]nc(-c2ccc[nH]2)[nH]1 | -2.8%

Going on with the list:
smiles | aSyn yeast rescue
Cc1ccccc1NC(=O)c1cccc(NC(=O)c2ccccc2C(=O)O)c1 | 15.7%
COc1ccc(C(=O)CC2(O)C(=O)N(Cc3ccccc3Cl)c3ccccc32)cc1 (stereo not given) | ?
CCOc1ccc(CCNC(=O)CCn2c(=O)c3cccn3c3ccc(F)cc32)cc1 | -0.7%
N#Cc1ccc(/C=C2\CCn3c2nc2cc(C(=O)O)ccc2c3=O)cc1 | -34.5%[inhibitor]
O=S(=O)(c1ccc(Cl)s1)N1CCCCC1 | -2.0%
Cc1ccc(C)c(Cn2c(=O)n(Cc3ccc4c(c3)OCO4)c(=O)c3oc4ccccc4c32)c1 | -7.7%
Cc1ccc(C(c2nnnn2CC2CCCO2)N2CCN(Cc3ccccc3)CC2)cc1 (stereo not given) | 5.4%
O=C(OCC(=O)N1CCCC1)c1cc(Cl)ccc1[N+](=O)[O-] | -9.6%
O=C(/C=C/c1ccco1)Nc1ccccc1C(=O)Nc1cccc(C(=O)O)c1 | 0.3%

Bioassay records (PubChem BioAssay)

This is a subset (hit frequency here may not be typical).
